D1 agonist – human D1 receptor agonism; P21728; HEK293 T-REx D1 cells, calcium flux, agonist mode; activation, % at 2 µM; hit rate 1% among 360,000; in the data active means activation above about 30%; further: 0% is about no effect
Target sequence (P21728 whole entry, looked up): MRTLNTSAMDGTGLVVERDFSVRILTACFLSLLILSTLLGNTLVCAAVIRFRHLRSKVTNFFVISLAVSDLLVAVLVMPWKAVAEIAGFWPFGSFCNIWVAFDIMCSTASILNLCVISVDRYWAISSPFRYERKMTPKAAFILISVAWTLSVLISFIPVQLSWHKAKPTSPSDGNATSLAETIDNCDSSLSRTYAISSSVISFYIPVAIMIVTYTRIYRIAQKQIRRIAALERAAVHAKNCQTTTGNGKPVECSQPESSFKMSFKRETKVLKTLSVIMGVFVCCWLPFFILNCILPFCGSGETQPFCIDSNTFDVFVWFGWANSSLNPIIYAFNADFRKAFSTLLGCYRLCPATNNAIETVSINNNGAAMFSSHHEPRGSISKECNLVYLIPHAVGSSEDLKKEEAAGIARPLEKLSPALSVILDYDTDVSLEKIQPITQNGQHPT
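Inducible HEK293 T-REx D1 cells, force-coupled to calcium signalling, were plated at 4000 cells/well with tetracycline and held overnight at 30 C. After no-wash calcium dye loading, compound-evoked calcium rise over 180 s flagged agonists.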
TRHR enhancer – TRH receptor (human) allosteric enhancement | P34981 | TRHR cells, fluo-8 calcium fluorescence, EC20 TRH enhancement | enhancement, % at 2 µM | hit rate 0.66% among 360,000; in the data active means enhancement above about 30%; further: 0% is about no effect
Target sequence (P34981 whole entry, looked up): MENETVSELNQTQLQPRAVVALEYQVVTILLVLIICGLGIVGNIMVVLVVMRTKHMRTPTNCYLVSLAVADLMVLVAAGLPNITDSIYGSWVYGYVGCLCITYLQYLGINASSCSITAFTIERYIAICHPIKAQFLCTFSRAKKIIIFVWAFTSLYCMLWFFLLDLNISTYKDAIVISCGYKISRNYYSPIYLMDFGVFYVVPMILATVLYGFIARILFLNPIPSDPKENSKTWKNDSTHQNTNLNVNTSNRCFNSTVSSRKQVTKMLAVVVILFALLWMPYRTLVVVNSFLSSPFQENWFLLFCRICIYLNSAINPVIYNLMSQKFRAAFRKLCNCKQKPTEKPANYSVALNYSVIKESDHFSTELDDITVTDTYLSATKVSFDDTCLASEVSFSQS
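TRHR-expressing cells loaded with fluo-8 calcium dye were read kinetically (ex 480/em 530) during compound addition, then stimulated with an EC20 of TRH (10 nM final). Enhancement of the Gq-mediated intracellular calcium response was scored.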
RXFP1 antag – antagonists of human relaxin receptor RXFP1 | Q9HBX9 | HEK293-RXFP1, relaxin-stimulated cAMP HTRF, 30 min; active compounds read low | activity change, negative = inhibition, % at 57.5 µM | hit rate 0.59% among 350,000;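 active means activity change of -60% or lower, but not beyond a set lower limit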; further: on the % scale 0 is the no-effect control and ±100 the full control effect
D2 potentiator – D2 dopamine receptor (human) potentiation. potentiation, % at 10 µM. HEK293 T-REx D2, calcium flux, EC20 dopamine potentiation. P14416. AID 485347. hit rate 0.34% among 340,000;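 active means potentiation over 3 SD above the plate norm, cut at about 30% in these data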; further: 0% is about no effect
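Tetracycline-induced HEK293 T-REx cells force-coupled to calcium signalling expressed D2; compounds were pin-added after a 10 s baseline, read kinetically 180 s, then an EC20 dopamine challenge followed with a further 180 s calcium read.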
D2 antagonist – D2 dopamine receptor (human) antagonism; HEK293 TREx D2 cells, calcium flux, dopamine EC80; inhibition, % at 10 µM; hit rate 2% among 340,000; AID 485344; in the data active means inhibition above about 30%; further: 0% is about no effect
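Tetracycline-induced HEK293 TREx cells expressing D2 receptor forced-coupled to calcium signalling, loaded with no-wash calcium dye. Compounds added and calcium flux read 180 s, then dopamine added at EC80 and read a further 180 s.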
RXFP1 agonist – agonists of human relaxin receptor RXFP1. Q9HBX9. HEK293T-RXFP1 cAMP TR-FRET, 30 min; response scale: percent of porcine relaxin response, buffer zero. Potency, µM (titrated, usually from 57.5 µM), for the others: at the top dose activation, hits mostly activators. hit rate 0.3% among 370,000; active means well fitted activation curve with a large enough effect; further: potency means the concentration at half of the fitted maximal effect; on the % scale 0 is the no-effect control and ±100 the full control effect; nearly all actives have a fitted effect of over 60% in size; many of its hits are not listed in these tables
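Agonist response is measured as cAMP accumulation in an RXFP1-transfected HEK293T line under PDE4 inhibition. Values are scaled between buffer-only and 29 nM porcine relaxin, and EC50s come from standard Hill equation fits.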
D1 PAM – human D1 dopamine receptor positive modulation; P21728; HEK293 TREx D1 cells, calcium flux, dopamine EC20 potentiation; potentiation, % at 10 µM; hit rate 0.036% among 360,000; in the data active means potentiation above about 30%; further: 0% is about no effect
D2 ag – activates the human D2 dopamine receptor; P14416; activation, % at 2 µM; hit rate 0.53% among 340,000; HEK293 T-REx D2 cells, calcium flux agonist mode;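 active means activation over 3 SD above normal in the single-dose calcium agonist read, cut at about 30% in these data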; further: 0% is about no effect
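Agonism scored from kinetic calcium signal (1 read/sec, 180 s) following compound pin transfer, after a 10 s baseline. Cells: HEK293 Trex line expressing inducible D2 receptor coupled to calcium, dye-loaded after overnight culture at 30 C.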
D1 antag – human D1 dopamine receptor antagonism; hit rate 3.2% among 360,000; AID 504652; activity change, negative = inhibition, % at 10 µM; P21728; HEK293 TREx D1 cells, calcium flux, dopamine EC80; active compounds read low; in the data active means activity change below about -30%; further: on the % scale 0 is the no-effect control and ±100 the full control effect
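HEK293 T-REx cells expressing inducible, force-coupled D1 receptor; no-wash Ca dye, 30–90 min RT. Cmpd → 180 s read at 1 Hz → EC80 DA → 180 s read.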
Starred values were filed as active, the others as inactive; nt = no result given.

SMILES	D1 agonist	TRHR enhancer	RXFP1 antag	D2 potentiator	D2 antagonist	RXFP1 agonist	D1 PAM	D2 ag	D1 antag
O=C(CN1CCN(S(=O)(=O)c2ccc(Br)cc2)CC1)Nc1ccccc1F	2	-2	-10	-2	-6	-0.7%	-4	0.9	-8
CCCn1c(N)c(C(=O)CSc2nc3ccccc3s2)c(=O)[nH]c1=O	9	20	3	2	14	-0.9%	2	-0.3	6
CCN(CC)CCN1C(=O)C2C(C(=O)Nc3cc(C)cc(C)c3)C3C=CC2(O3)C1C(=O)NC1CCCCC1 (stereo not drawn)	3	-1	5	-5	-7	-0.3%	-7	1.3	-12
COc1ccccc1N1CCN(C(=O)c2cc3c(s2)CCCCC3)CC1	0	1	-20	nt	nt	-4.2%	-6	nt	-13
COCCNC(=S)N(CCc1c(C)[nH]c2ccccc12)Cc1cccnc1	2	2	-10	-7	2	-0.9%	-3	0.7	1
O=C(c1ccco1)N1CCN(Cc2cn[nH]c2-c2ccc(F)cc2F)CC1	3	-1	8	-5	-20	-0.6%	-3	28	5
CCCCOc1ncnc2c1[nH]c1ccc(F)cc12	6	-5	-7	-4	4	-0.6%	3	0.6	-15
COc1ccc(OC)c(NC(=O)CSc2nnnn2C)c1	2	27	9	-1	20	0.7%	12	0.0	13
CCCC1S/C(=N/N=C/c2ccco2)NC1=O (stereo not drawn)	3	1	-5	6	1	0.4%	1	-1.1	7
O=C(NCc1ccccc1Cl)c1cc2cccc3c2n1CCS3	6	-2	-15	9	nt	2.9%	-2	-0.3	0
COc1ccc(C)cc1NC(=O)C1CC(=O)N(CCc2ccccc2)C1 (stereo not drawn)	3	-4	17	-12	1	1.6%	-2	-0.9	-17
CC(=O)Nc1ccc(NC(=O)CSc2nncn2C)cc1	4	9	8	13	-11	1.1%	2	0.4	-1
COc1ccccc1NC(=O)c1cccs1	4	-1	1	3	-3	1.5%	-7	1.1	-9
COc1ccc(NS(=O)(=O)c2cc(NC(=O)/C=C/c3cc(OC)ccc3OC)ccc2N2CCCCC2)cc1	1	2	-10	2	3	0.4%	4	-0.1	8
CCOc1cc(C(=O)Nc2ccccc2N2CCN(S(C)(=O)=O)CC2)cc(OCC)c1OCC	1	-1	-10	-6	11	0.6%	-4	-0.3	-64*
COc1ccc(Nc2ccccc2NC(=O)c2ccccc2Br)cc1	1	-5	-10	0	-27	-0.5%	-11	1.6	-12
COCCN1Cc2cccc(C(=O)NCc3ccccc3OC)c2C1=O	-1	0	-8	nt	nt	-0.1%	-3	nt	-8
COc1ccc(C(C[N+](=O)[O-])c2c(-c3ccccc3)cc3ccccn23)cc1 (stereo not drawn)	7	54*	-5	20	-11	2.7%	-1	0.1	5
O=C(NCc1ccc2c(c1)OCO2)c1cnc2ccccn2c1=O	1	-5	-12	4	4	10.0%	-4	0.2	-4
Brc1cc2[nH]cnc2c2ccccc12	4	-3	31	-29	2	12%	9	0.4	-4
O=C(c1ccco1)N1CCN(c2ncnc3c2[nH]c2ccccc23)CC1	-1	-1	nt	9	nt	3.0%	2	nt	8
O=C(CSc1nc2cc([N+](=O)[O-])ccc2n1-c1ccccc1)NCc1ccc2c(c1)OCO2	2	-3	-1	nt	nt	0.1%	-20	nt	1
COc1cc(C)c(Br)cc1S(=O)(=O)NCc1ccccc1	0	-6	-5	9	14	0.6%	0	0.3	-3
CN(c1ccccc1)S(=O)(=O)c1cccc(C(=O)NCc2ccccc2CN2CCCC2)c1	11	-3	3	-31	39*	0.2%	-13	0.2	4
Cc1onc(-c2ccccc2)c1C(=O)Nc1cccnc1	5	2	-2	-4	4	-1.0%	2	1.3	-2
O=C(CSc1nnc(-c2cccnc2)o1)Nc1ccc(Cl)cc1	3	2	8	15	2	1.0%	-4	2.7	-4
COCCn1c(C)cc(O)c(C(c2ccc(OC)cc2)N2CCCCC2)c1=O (stereo not drawn)	0	-1	-5	13	nt	12%	-1	0.5	6
CCCC(=O)n1nc(-c2ccco2)nc1NCc1ccccc1Cl	0	-2	-2	10	nt	6.1%	0	-0.3	-6
Cc1ccc(OCC(=O)Nc2ccc(C(N)=O)cc2)cc1	3	2	-2	-5	-24	1.2%	-2	-0.2	-10
CCc1nnc(NC(=O)c2cc(-c3ccccc3)nn2-c2ccccc2)s1	0	-10	3	-2	13	2.4%	-2	-1.0	0
Cn1cnnc1SCC(=O)Nc1ccc2c(c1)CCC2	3	6	-8	-8	6	-0.4%	9	0.6	-4
O=C(NCC(=O)N1CCN(C(c2ccccc2)c2ccccc2)CC1)c1ccc(Br)o1	2	-1	-26	6	3	-1.1%	0	-0.7	-7
N/C(=N\OS(=O)(=O)c1ccccc1)c1cccnc1	1	0	-10	13	-19	-2.1%	0	0.4	-14
COc1cccc(-n2c(=O)c3sc4ccccc4c3n(CC(=O)Nc3ccc(F)cc3F)c2=O)c1	11	11	nt	nt	nt	8.9%	-3	1.1	13
CCn1c(SCC(=O)Nc2ccccc2-c2ccccc2)nnc1-c1ccoc1C	0	-19	3	-5	10	-0.2%	-2	-1.6	-11
Cc1ccc(N2CC(C(=O)Nc3nnc(SCC(=O)NCC4CCCO4)s3)CC2=O)cc1 (stereo not drawn)	1	3	-5	-6	-3	0.3%	3	0.0	-6
O=C(Nc1nc2c(ccc3ccccc32)s1)c1ccco1	1	-6	-1	-23	-11	6.3%	-10	-0.7	10
COc1cccc(/C=N/NC(=O)c2cnccn2)c1	1	-3	-4	-13	18	0.1%	13	0.8	-5
O=c1nc2n(c3cccc(Cl)c13)CCCCC2	2	5	3	1	-13	9.1%	0	0.7	10
Cc1c(C(=O)NCc2cccc(Cl)c2)sc2nc3n(c(=O)c12)CCCC3	32*	14	-20	-3	nt	9.7%	-1	1.4	-16

Part of the list above in order of number of heavy atoms, low to high:
SMILES	D1 agonist	TRHR enhancer	RXFP1 antag	D2 potentiator	D2 antagonist	RXFP1 agonist	D1 PAM	D2 ag	D1 antag
O=c1nc2n(c3cccc(Cl)c13)CCCCC2	2	5	3	1	-13	9.1%	0	0.7	10
COc1cccc(/C=N/NC(=O)c2cnccn2)c1	1	-3	-4	-13	18	0.1%	13	0.8	-5
Cn1cnnc1SCC(=O)Nc1ccc2c(c1)CCC2	3	6	-8	-8	6	-0.4%	9	0.6	-4
Cc1ccc(OCC(=O)Nc2ccc(C(N)=O)cc2)cc1	3	2	-2	-5	-24	1.2%	-2	-0.2	-10
CCCC(=O)n1nc(-c2ccco2)nc1NCc1ccccc1Cl	0	-2	-2	10	nt	6.1%	0	-0.3	-6
Cc1c(C(=O)NCc2cccc(Cl)c2)sc2nc3n(c(=O)c12)CCCC3	32*	14	-20	-3	nt	9.7%	-1	1.4	-16
CCc1nnc(NC(=O)c2cc(-c3ccccc3)nn2-c2ccccc2)s1	0	-10	3	-2	13	2.4%	-2	-1.0	0
COCCn1c(C)cc(O)c(C(c2ccc(OC)cc2)N2CCCCC2)c1=O (stereo not drawn)	0	-1	-5	13	nt	12%	-1	0.5	6
CCn1c(SCC(=O)Nc2ccccc2-c2ccccc2)nnc1-c1ccoc1C	0	-19	3	-5	10	-0.2%	-2	-1.6	-11
O=C(NCC(=O)N1CCN(C(c2ccccc2)c2ccccc2)CC1)c1ccc(Br)o1	2	-1	-26	6	3	-1.1%	0	-0.7	-7
Cc1ccc(N2CC(C(=O)Nc3nnc(SCC(=O)NCC4CCCO4)s3)CC2=O)cc1 (stereo not drawn)	1	3	-5	-6	-3	0.3%	3	0.0	-6
COc1cccc(-n2c(=O)c3sc4ccccc4c3n(CC(=O)Nc3ccc(F)cc3F)c2=O)c1	11	11	nt	nt	nt	8.9%	-3	1.1	13

Following part:
SMILES	D1 agonist	TRHR enhancer	RXFP1 antag	D2 potentiator	D2 antagonist	RXFP1 agonist	D1 PAM	D2 ag	D1 antag
COCCCNC(=S)NNC(=O)c1ccoc1C	2	-2	-6	0	19	-0.9%	8	0.0	-9
CC1=CN2C(=N)/C(=C/c3cn(CCCOc4ccccc4C)c4ccccc34)C(=O)N=C2S1	6	-2	-10	3	-4	-1.2%	2	0.5	11
CSc1cccc(CN2CCCC(C(=O)Nc3cccc(-n4cccn4)c3)C2)c1 (stereo not drawn)	1	-12	-31	6	9	-2.8%	3	-0.8	-3
COc1ccc(CNC(=O)C2CCN(C(=O)c3csc(Nc4ccc(C)cc4)n3)CC2)cc1	1	6	0	nt	nt	2.9%	0	nt	0
COc1cc(/C=C(\C#N)C(=O)Nc2cc(C(F)(F)F)ccc2Cl)ccc1OCC(=O)Nc1cccc(C(F)(F)F)c1	4	0	-5	-14	-9	18%	-7	-1.2	-15
COc1ccccc1N1CCN(CC(O)COc2cc(C)cc(C)c2)CC1 (stereo not drawn)	8	4	-6	-36	nt	-1.1%	-3	nt	-18
CC(C)CCNC(=O)CN(Cc1ccco1)C(=O)c1snc(C(N)=O)c1N	1	-2	0	-19	nt	0.7%	-2	nt	5
COc1cccc(NC(=O)C2C3C=CC(C3)C2C(=O)O)c1 (stereo not drawn)	5	1	-22	-1	nt	3.0%	2	nt	22
CC1Nc2ncnc(N3CCN(c4ccccn4)CC3)c2N(Cc2ccccc2)C1=O (stereo not drawn)	0	1	nt	7	nt	0.8%	-6	nt	13
Cc1ccc2nc(N3C(=O)C(O)=C(C(=O)c4ccco4)C3c3cccs3)sc2c1 (stereo not drawn)	4	-3	-9	6	11	29%	0	0.4	-2
O=C(COC(=O)C1CC2CCCC(C1)C2=O)NC(=O)c1ccc(OC(F)F)cc1 (stereo not drawn)	2	11	1	nt	nt	-0.4%	4	nt	13
COc1cc2c(cc1OC)n(CC(=O)Nc1ccccc1)c(=O)n1nc(-c3ccccc3)nc21	6	2	nt	-3	nt	9.5%	3	0.3	8
Cc1nnc(SC(C)C(=O)Nc2c(C)n(C)n(-c3ccccc3)c2=O)n1N (stereo not drawn)	-1	0	-1	5	-22	2.6%	1	-1.0	nt
CN(CC(=O)O)S(=O)(=O)c1ccc(F)cc1	0	14	-3	9	19	-3.2%	-1	-1.3	-7
COc1ccc(N2CCN(c3oc(/C=C/c4cc(OC)c(OC)c(OC)c4)nc3C#N)CC2)cc1	-1	8	-8	6	nt	0.5%	2	nt	7
O=C(NCc1cccs1)c1nc(-c2cccs2)no1	1	-1	10	-5	9	-1.1%	-2	-1.8	-8

An excerpt. The share of hits here may be higher or lower than overall.
